BRCA1 expr up = increases BRCA1 expression | MCF7-BRCA1-FFLuc reporter, luminescence, 48 h; response scale: scaled: vehicle 0%, 10 µM genistein 100% | Potency, µM (highest dose often 46.1 µM), for inactives: at the highest dose activation, most hits filed as activators | 380,000 tested, 1.1% active; further: potency means the concentration at half of the fitted maximal effect; nearly all actives have a fitted effect of over 80% in size; some results filed as inactive show a strong effect at the top dose
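First, MCF7-BRCA1-FFLuc cells (2000/well) attach for 2 h; next, compounds are pin-added and incubated 48 h at 37 °C; finally, luciferase reagent is added and luminescence read after 15 min.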
A-T KAP1 phos = potential ataxia-telangiectasia treatment; […] A-T fibroblasts, KAP-1 phosphorylation AlphaLISA; neocarzinostatin DNA damage 30 min before lysis; Potency, µM (highest dose often 57.5 µM), inactives show at the top dose activation, most hits filed as activators; 320,000 tested, 0.19% active; AID 485349; further: potency means the concentration at half of the fitted maximal effect; % of control where 0% means no effect; nearly all actives have a fitted effect of over 45% in size
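hTERT-immortalized A-T patient fibroblasts ([…]), 500 cells/well in OPTI-MEM, 1% FBS, got compounds for 60 min, then NCS for 30 min at 37C. Lysates were then assayed for phospho-KAP-1 by AlphaLISA (anti-pKAP1 donor, anti-KAP1 acceptor beads), 6 hr at 25C.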
B2AR arrestin = beta2AR (human) beta-arrestin recruitment activity | Potency, µM (doses to about 46.1 µM), inactives show at the top dose activation, actives largely listed as activators | P07550 | beta-arrestin recruitment to beta2AR, cell-based reporter | 330,000 tested, 0.02% active;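 further: potency means the concentration at half of the fitted maximal effect; 0% = DMSO controls and full agonism = EC100 isoproterenol or metaproterenol; nearly all actives have a fitted effect of over 65% in size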
TCR act = activates T cell receptor signaling; 330,000 tested, under 10 active; AID 504894; primary human leukocytes, anti-CD3, IL-2 HTRF, 48 h; Potency, µM (top dose mostly 9.22 µM), for inactives: at the highest dose activation of IL-2 secretion, most hits filed as activators; further: % of control where 0% means no effect
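TCR engagement came from a-CD3 beads alone, with compounds added to primary human leukocytes for 48 hr. Secreted IL-2 bridged europium cryptate- and d2-labelled anti-IL-2 antibodies, giving FRET emission at 665nm after 320nm excitation.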
p53 reactivator = mutant p53 re-activation in reporter cells | H1299 p53-A138V BP100-luciferase reporter, luminescence, 24 h | AID 504706 | Potency, µM (top dose mostly 92.2 µM), for the others: at the top dose activity change, positive = activation, actives largely listed as activators | 320,000 tested, 0.063% active; further: potency means the concentration at half of the fitted maximal effect; % of control where 0% means no effect; nearly all actives have a fitted effect of over 45% in size
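H1299 (p53-null), stable ts p53-A138V + BP100-Luc; 1000 cells/well, Opti-MEM/10% FBS; cpd 4 pt, 1:5; 24 h, 37 deg C, 5% CO2; detection reagent 10 min RT; luminescence.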
TRPV1 agonist = agonists of human vanilloid receptor 1 (TRPV1); TRPV1-expressing cells, Fluo-8 calcium influx, agonist mode; AID 540275; 320,000 tested, 0.19% active; activation, % at 8.33 µM; in the data active means activation above about 80%; inconclusive means between about 30% and that limit; further: 0% is about no effect
Target sequence (Q8NER1 whole entry, looked up): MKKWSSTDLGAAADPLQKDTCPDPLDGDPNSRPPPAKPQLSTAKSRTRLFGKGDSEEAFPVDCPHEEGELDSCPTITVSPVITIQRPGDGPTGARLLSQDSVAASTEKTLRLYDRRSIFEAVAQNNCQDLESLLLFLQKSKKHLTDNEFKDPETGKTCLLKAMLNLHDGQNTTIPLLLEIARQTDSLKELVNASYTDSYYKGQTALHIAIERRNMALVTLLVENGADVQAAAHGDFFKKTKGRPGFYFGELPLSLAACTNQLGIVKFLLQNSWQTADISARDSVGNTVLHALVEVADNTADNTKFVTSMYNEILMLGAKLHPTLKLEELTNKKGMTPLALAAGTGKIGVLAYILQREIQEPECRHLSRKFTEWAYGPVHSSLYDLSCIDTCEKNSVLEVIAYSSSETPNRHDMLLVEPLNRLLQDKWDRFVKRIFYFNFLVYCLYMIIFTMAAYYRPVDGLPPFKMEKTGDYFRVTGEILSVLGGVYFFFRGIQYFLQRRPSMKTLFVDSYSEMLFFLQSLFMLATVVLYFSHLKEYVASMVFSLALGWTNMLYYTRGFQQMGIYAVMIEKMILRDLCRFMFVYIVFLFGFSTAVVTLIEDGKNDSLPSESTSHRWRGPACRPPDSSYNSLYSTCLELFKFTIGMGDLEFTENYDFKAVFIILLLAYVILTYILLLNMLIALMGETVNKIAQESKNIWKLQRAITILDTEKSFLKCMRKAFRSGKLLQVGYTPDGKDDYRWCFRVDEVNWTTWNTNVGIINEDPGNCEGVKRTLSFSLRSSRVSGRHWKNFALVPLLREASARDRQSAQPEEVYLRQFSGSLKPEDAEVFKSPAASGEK
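TRPV1-expressing cells were cultured overnight at 35.5C and loaded with Fluo-8 calcium dye for 40 to 90 min at room temperature. After a 10 s baseline, compound was added and calcium influx was read kinetically for 3 min (ex 480/em 520 nm).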
ELG1 DNA repair = ELG1-dependent DNA repair inhibition. Potency, µM (titrated, usually from 46.1 µM), without a hit: top-dose activity change, negative = inhibition, actives largely listed as inhibitors. 330,000 tested, 2.3% active. HEK293T ELG1-luciferase reporter, luminescence, 16 h; DNA damage induced by 5-fluorouridine; further: potency means the concentration at half of the fitted maximal effect; on the % scale 0 is the no-effect control and ±100 the full control effect; nearly all actives have a fitted effect of over 55% in size
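Overnight (16 hr) co-exposure of 2,000 cells/well to 5-fluorouridine and compound at 37 °C preceded detection. Luciferase was quantified via ONE-Glo luminescence; loss of signal denotes inhibition.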
Integrin act MD = activators of alpha7 integrin expression for muscular dystrophy | alpha7betagal myoblasts, beta-gal FDG fluorescence, 48 h | Potency, µM (top dose mostly 38.3 µM), without a hit: at the top dose activation, usual class: activators | 350,000 tested, 0.064% active | AID 624291;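 further: potency means the concentration at half of the fitted maximal effect; 100% = response of the positive control SU9516; nearly all actives have a fitted effect of over 60% in size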
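Alpha7betagal+/- myoblasts (passage 13) were plated 16-24 hr, then exposed to compounds (1:260 dilution of DMSO stock) for 48 hours at 37C. After MPER lysis, β-galactosidase reporter activity was read as FDG fluorescence (ex 480/em 540) after 30 minutes.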
MLL CXXC-DNA inh = MLL CXXC-DNA interaction inhibition | MLL-CXXC / FITC-HOXA9 DNA fluorescence polarization | Potency, µM (highest dose often 115 µM), for inactives: at the top dose activity change, negative = inhibition, hits mostly inhibitors | Q03164 | 290,000 tested, 0.037% active | AID 2662; active means well fitted inhibition curve with a large enough effect in the polarisation, with a control signal flat, not every such curve was filed as active; inconclusive means small, poorly fitted or top-dose-only effect, or effect the other way, or a change in a side signal; inactive means no such curve, though single readings can be large or run the other way; the % refers to the polarisation; further: potency means the concentration at half of the fitted maximal effect
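Fluorescence polarization: 7 uM MLL-CXXC (stock) preincubated 5 min with compounds, then 50 nM fluorescein-HOX-A9 DNA (stock) added; 30 min ambient. Buffer 50 mM Tris-HCl pH 7.5, 50 mM NaCl, 1 mM DTT, 0.05% BSA.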
PTAP TSG101 blk = blocks PTAP/TSG101 interaction to inhibit HIV-1 budding; Q99816; Fluorescence polarization, FITC-PTAP peptide / Tsg101 binding; Potency, µM (top dose mostly 115 µM), without a hit: top-dose activity change, negative = inhibition, hits mostly inhibitors; 340,000 tested, under 10 active; active means well fitted inhibition curve with a large enough effect in the main read-out, with a control signal flat, not every such curve was filed as active; inconclusive means small, poorly fitted or top-dose-only effect, or effect the other way, or a change in a side signal; inactive means no such curve, though single readings can be large or run the other way; further: potency means the concentration at half of the fitted maximal effect; % of control where 0% means no effect
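Fluorescence polarization binding of Tsg101 binding domain (10 uM final) to FITC-labeled PTAP peptide (50 nM final) in HEPES pH 7.5 buffer with NaCl, Tween 20, EDTA, TCEP. Compounds added before peptide; binding 20 min at RT.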
Active calls of the source: *; ? = inconclusive; nt = not tested or not shown; [ ] = dose if it differs, or a comment. Unless noted, the call rests on the fitted dose curve; in most records, active means well fitted curve in the direction sought with a large enough effect; inconclusive means small, poorly fitted or top-dose-only effect, or another doubt; inactive means no such curve, though single readings can be large; an effect the other way counts as inactive or inconclusive. Not a hit list. About 3.8% of those tested had a hit in this group.

entry	Compound	BRCA1 expr up	A-T KAP1 phos	B2AR arrestin	TCR act	p53 reactivator	TRPV1 agonist	ELG1 DNA repair	Integrin act MD	MLL CXXC-DNA inh	PTAP TSG101 blk
1	O=C(Nc1ccc(-n2cccn2)cc1)C1CCN(Cc2ccsc2)CC1	0%	4%	0.1%	4%	21%	1	24%	1%	2%	0%
2	O=C(Cc1ccc(Br)cc1)NCCCn1ccnc1	-8%	1%	-1.0%	nt	nt	1	8%	13%	21%	1%
3	O=S(=O)(Nc1ccc2nc(N3CCOCC3)sc2c1)c1ccccc1	?	-1%	0.1%	0%	?	-4	?	7%	nt	-3%
4	Cc1ccc(N(Cc2cc(=O)[nH]c3ccccc23)C(=O)c2ccco2)cc1	-39%	2%	14%	0%	-13%	0	-24%	0%	0%	-2%
5	CCSc1nc2ccc(N3C(=O)C4C5C=CC(C5)C4C3=O)cc2s1 (stereo not given)	40%	3%	0.2%	5%[46.1 µM]	?	-1	?	-8%	11%	0%
6	CC1(C)CC(=O)c2c(n(-c3cccc4ccccc34)ccc2=O)C1	-15%	-1%	0.0%	-5%	-2%	-3	-7%	-19%	-7%	-12%
7	Cc1cc(=O)oc2cc(O[C@@H]3O[C@H](CO)[C@H](O)[C@H](O)[C@H]3O)ccc12	-3%	7%	-0.5%	-4%	0%	-1	-7%	2%	21%	-1%
8	CCOC(=O)C1CCCCN1Cc1cc(OC)ccc1OC (stereo not given)	-1%	nt	-0.1%	2%	1%	-5	-16%	-42%	-9%	0%
9	CCOCCc1nnc(NC(=O)CS(=O)(=O)c2ccc(C)cc2)s1	-5%	3%	-0.6%	-5%	-4%	0	-3%	18%	1%	-5%
10	CC(=O)Nc1ccc(NC(=O)CCOc2cc(C)ccc2C)cc1	-1%	7%	0.0%	-9%	3%	-6	1%	24%	-6%	-1%
11	C(=N\N1CCN(C2c3ccccc3-c3ccccc32)CC1)/c1ccccn1	-42%	-6%	-0.6%	4%	-5%	5	-1%	28%	7%	-3%
12	Cc1ccc(CCNc2ncnc(Cl)c2N)cc1	?	nt	nt	7%	nt	nt	nt	-16%	nt	-5%
13	Cc1cccc(N/N=C/c2ccncc2)c1	?	0%	0.1%	1%	8%	21	?	16%	-5%	0%
14	O=C(Nc1ccc(N2CCCC2)cc1)c1cccc(Cl)c1Cl	67%	-5%	0.1%	nt	?	81*	28%	-11%	6%	0%
15	Cn1c(CCN2CCN(c3ccccn3)CC2)nc2cc(NS(=O)(=O)c3ccc(Cl)cc3)ccc21	-71%	-2%	0.0%	3%	6%	2	-25%	0%	6%	-7%
16	CCN(CC)C(=O)[C@H]1C[C@H](CC(=O)NCCCn2ccnc2)C(=O)N2CCc3c([nH]c4ccc(Cl)cc34)[C@]12C	-11%	-51%[inhibitor]	0.1%	3%[46.1 µM]	1%	nt	0%	0%	nt	0%
17	CCOc1ccc(NC(=O)N(c2ccccc2)c2ccccc2)cc1	3%	3%	-0.6%	-1%	-5%	6	-4%	26%	0%	1%
18	COc1ccc(-c2c(C(F)(F)F)nn(C)c2NC(=O)c2ccco2)cc1	-12%	12%	-0.5%	13%	-3%	0	1%	7%	0%	-2%
19	CC(=O)N1CCN(C(=O)c2ccc(C)c(S(=O)(=O)N3CCCCC3)c2)CC1	-12%	12%	-0.5%	3%	-1%	nt	29%	-8%	nt	-1%
20	C=CCNc1oc(-c2cccc(Cl)c2)nc1C#N	-17%	-8%	0.1%	1%	-8%	nt	?	nt	nt	1%
21	Cc1ccc(OCC(=O)NC2CC(C)(C)NC(C)(C)C2)cc1C	-17%	-2%[11.5 µM]	0.3%	-12%	-2%	0	16%	-12%	3%	-8%
22	CCCc1c(C(=O)OCC)[nH]c2c1C(=O)CCC2	0%	-7%	0.1%	-9%	-8%	1	16%	-16%	-7%	-1%
23	Cc1cccc(C)c1OCc1nc2ccccc2c(=O)n1/N=C/c1ccc(OCC(=O)O)cc1	-7%	nt	0.1%	0%[46.1 µM]	-1%	17	2%	-20%	-1%	-2%
24	CC(=O)Nc1ccc(S(=O)(=O)NC2CC2)cc1	19%	-7%	0.2%	4%	2%	-5	-14%	17%	-5%	0%
25	COc1ccc(/C=C/C(=O)O)cc1Cl	-2%	0%	0.2%	11%	7%	1	-6%	-6%	-19%	-3%
26	CC(=O)c1ccc(-c2ccc(C(=O)Nc3nc(C)c(C(C)=O)s3)o2)cc1	10%	25%	-2.0%	1%	10%	-2	7%	0%	nt	-4%
27	Cc1cc(C)cc(CC2CC(=O)N(c3ccc4c(c3)OCCO4)C2=O)c1 (stereo not given)	5%	1%	0.4%	4%	7%	8	17%	2%	1%	-3%
28	N/C(=N\c1nc2ccccc2o1)NC(=O)/C=C/c1ccccc1	-5%	-1%	0.0%	10%	-7%	7	-16%	?	16%	2%
29	Oc1ccc(C2Nc3cccc4cccc(c34)N2)c(O)c1	-41%	-8%	0.4%	-3%	9%	-3	3%	-21%	-3%	-2%
30	Cc1ccc2nc(Cl)c(C3CC(c4cccs4)=NN3S(C)(=O)=O)cc2c1 (stereo not given)	-14%	0%	-0.8%	12%[46.1 µM]	6%	7	-1%	-12%	27%	-1%
31	O=C(CN1CCC(C(=O)c2ccc3c(c2)OCCO3)CC1)Nc1ccccc1C(F)(F)F	-27%	11%	0.5%	4%	-4%	14	-26%	-46%[inhibitor]	0%	-4%
32	CCCCc1nccn1CCn1ccnc1CCCC	-14%	5%	0.0%	-1%	-2%	4	-1%	29%[7.66 µM]	-2%	-5%
33	Cc1ccc(/C=N/NC(=O)c2ccc3c(c2)OCCO3)s1	2.5µM*	0%	-0.8%	-35%	12%	nt	?	3%	8%	-3%
34	CCCCC1=CC2=C(c3ccco3)C(=O)C(C)(OC(=O)c3ccc(OC)cc3)C(=O)C2=CN1CC1CC1 (stereo not given)	1%	-16%	0.5%	-57%	-1%	-5	-24%	12%	6%	-10%
35	CCN(CC)S(=O)(=O)c1cnccc1N1CCN(c2cccc(Cl)c2)CC1	-50%	5%	0.0%	-2%[46.1 µM]	-1%	0	?	-15%	-1%	-2%
36	Nc1c(C(=O)Nc2ccccc2Cl)nnn1-c1ccc2c(c1)OCCO2	0%	1%	-0.8%	0%	?	-1	?	12%	8%	-5%
37	FC(F)C(F)(F)C1=CC(c2ccccc2)=NCCN1	-19%	-5%	0.0%	-7%	-3%	-1	4%	-28%	11%	-5%
38	COC(=O)CSC1=C(C#N)C(c2ccccc2OC)C(C(=O)OC)C(=O)N1 (stereo not given)	21%	2%	-0.3%	-1%	-3%	0	3%	18%	-6%	-2%
39	COc1ccc(/C=C2\SC(=O)N(CCC(=O)Nc3ccc(S(=O)(=O)Nc4nccs4)cc3)C2=O)cc1	40%	-15%	-1.4%	-7%[46.1 µM]	22%	-8	?	-8%	-2%	-4%
40	Cc1ccccc1C(=O)NCC(c1ccco1)N1CCc2ccccc2C1 (stereo not given)	-11%	3%	-0.1%	0%	7%	7	8%	-3%	nt	0%
41	CCCCc1nnc(NC(=O)c2oc3ccccc3c2C)s1	13%	-2%	-0.2%	1%	?	9	?	?	nt	2%
42	FC(F)Sc1nc2ccccc2[nH]1	-2%	-23%	-0.4%	0%	-2%	-1	?	-3%	-7%	-4%
43	Cc1cc(C)cc(NC(=O)COC(=O)COc2ccc(N(C)S(=O)(=O)c3cccs3)cc2)c1	-5%	-9%	-0.2%	-2%[46.1 µM]	-4%	nt	17%	-7%	nt	0%
44	COc1cc(C(=O)N(C)CCOc2ccc(C)cc2)ccc1OC1CCN(C(C)=O)CC1	-22%	-7%	0.1%	3%	-11%	2	-3%	-20%	-2%	0%
45	O=C(CSc1nc2[nH]ncc2c(=O)[nH]1)Nc1cccc([N+](=O)[O-])c1	6%	-2%	-0.2%	-8%	2%	0	?	0%	nt	1%
46	COC(=O)c1cc(C(=O)N2CCN(c3cccc(C)c3C)CC2)cc([N+](=O)[O-])c1	-39%	-6%	-0.3%	-5%	1%	1	?	-23%	8%	-7%

From PubChem BioAssay
